ST2 inh = inhibitors of human ST2 (IL1RL1) binding to IL-33, primary screen, biochemical, AlphaLISA; Interleukin-1 receptor-like 1 (Homo sapiens), Q01638; AlphaLISA ST2-Fc/biotin-IL-33 interaction, 1 h; AID 1259354, 2018; inhibition, % for hits at 17 µM; 2.3% of 78,000 active; in the data active = inhibition above about 30%; inconclusive = mostly about 10% to 28%
Target sequence (Q01638 whole entry, looked up): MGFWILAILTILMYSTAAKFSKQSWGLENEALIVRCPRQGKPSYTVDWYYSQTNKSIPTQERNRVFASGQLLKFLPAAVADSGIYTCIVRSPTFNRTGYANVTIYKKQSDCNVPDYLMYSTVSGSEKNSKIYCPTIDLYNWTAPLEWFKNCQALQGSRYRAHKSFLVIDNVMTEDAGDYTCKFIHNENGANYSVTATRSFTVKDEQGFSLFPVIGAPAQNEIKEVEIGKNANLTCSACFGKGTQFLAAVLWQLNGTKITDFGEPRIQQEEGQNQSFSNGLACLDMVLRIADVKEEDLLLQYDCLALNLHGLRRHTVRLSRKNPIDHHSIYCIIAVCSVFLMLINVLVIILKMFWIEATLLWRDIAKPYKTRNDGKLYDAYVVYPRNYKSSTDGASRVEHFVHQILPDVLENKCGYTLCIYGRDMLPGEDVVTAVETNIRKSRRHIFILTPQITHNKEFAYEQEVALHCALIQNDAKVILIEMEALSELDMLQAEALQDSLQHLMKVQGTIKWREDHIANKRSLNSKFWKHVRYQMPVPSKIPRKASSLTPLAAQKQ
Numbers without * were called inactive; i = inactive; ? = inconclusive. An excerpt (hit frequency here may not be typical).

SMILES	ST2 inh
CN(C)C1(CNC(=O)c2ccc(C#CC(C)(C)O)o2)CCSC1 (stereo unspecified)	i
O=C1NCc2ccc(S(=O)(=O)NCc3ccc(F)cc3)cc21	?
O=C1C(c2ccccc2)=C(O)c2ccccc21	?
CCSc1nnc(NC(=O)CN2CCc3[nH]nc(C(C)C)c3C2)s1	i
NC(=O)C1CCN(C(=O)CSc2c3c(nc4ccc(Cl)cc24)CCCC3)CC1	?
CCCCOc1ccc(-c2nc(C(N)=O)c3c(n2)n(-c2ccc(F)cc2)c(=O)n3C)cc1	i
COc1ccc(Oc2coc3cc(OCc4ccc(Cl)cc4)ccc3c2=O)cc1	i
CSc1cccc(CN(C(=O)c2cccn2C)C(C)C)c1	i
Cc1cnccc1NCCNC(=O)C1CCOC1 (stereo unspecified)	?
Cc1oc2ccc(OCc3ccccc3)cc2c1C(=O)OC(C)C	i
CC1=C(C(=O)Nc2ccccc2)C(c2cccc([N+](=O)[O-])c2)n2ncnc2N1 (stereo unspecified)	?
CCC(C)OC(=O)C1=C(C)NC2=C(C(=O)C(C(=O)OC)C(C)C2)C1c1ccccc1C (stereo unspecified)	?
COC(=O)c1cccc(C(=O)N2CCC(C(Cc3ccc(F)cc3F)N(C)C(=O)C3CC3)CC2)c1 (stereo unspecified)	?
N#C/C(=C\c1ccco1)c1nc2ccccc2[nH]1	?
O=C(CSc1nncc2ccccc12)N1CCOCC1	i

An excerpt from above in order of formula weight, rising.
SMILES	ST2 inh
Cc1cnccc1NCCNC(=O)C1CCOC1 (stereo unspecified)	?
CSc1cccc(CN(C(=O)c2cccn2C)C(C)C)c1	i
CCC(C)OC(=O)C1=C(C)NC2=C(C(=O)C(C(=O)OC)C(C)C2)C1c1ccccc1C (stereo unspecified)	?
COC(=O)c1cccc(C(=O)N2CCC(C(Cc3ccc(F)cc3F)N(C)C(=O)C3CC3)CC2)c1 (stereo unspecified)	?

Returning to the listing, starting 2 compounds before the break.
SMILES	ST2 inh
N#C/C(=C\c1ccco1)c1nc2ccccc2[nH]1	?
O=C(CSc1nncc2ccccc12)N1CCOCC1	i
N#CSCCCCOc1ccc(Br)cc1	i
O=c1onc2n1-c1cc(Br)ccc1OC2	?
COc1ccc(CN(C)C(C)c2ccccn2)c(C)c1C (stereo unspecified)	i
CCOc1ccc(-n2c(SCC(=O)N3CCCCC3CC)nc3c(c2=O)SCC3)cc1 (stereo unspecified)	i
O=[N+]([O-])CCc1ccc(O[C@@H]2O[C@H](CO[C@@H]3OC[C@@H](O)[C@H](O)[C@H]3O)[C@@H](O)[C@H](O)[C@H]2O)cc1	i
CN(Cc1ccccc1)C(=O)CCN1C(=O)c2ccccc2C1=O	i
O=C(CCc1ccccc1)Nc1ccnn1C1CCN(C(=O)c2n[nH]c3c2CCCC3)CC1	?
CC(C)(C)c1nnc(Nc2cc(Cl)ccc2Cl)[nH]c1=O	i
CN(C(=O)Cc1c(C(=O)O)[nH]c2ccccc12)c1ccc(Br)cc1	i
CNC(=O)C1CCN(Cc2ccc(C(=O)Nc3cc(F)ccc3C)cc2)C1 (stereo unspecified)	i
Cn1c(=O)c2c(-c3ccccc3)n(-c3ccccc3O)cc2n(C)c1=O	i
FC(F)(F)c1cccnc1N1CCN(Cc2nc3ncccn3c2Br)CC1	?
O=C1C2C3CCC(C3)C2C(=O)N1c1cccc(O)c1 (stereo unspecified)	i
CCC(=O)Nc1cccc(NC(=O)c2cccs2)c1	i
COc1ccc(-c2ccc(N)nc2)c(C)c1	?
Cc1ccc(CCNS(=O)(=O)c2c(C)n[nH]c2C)cc1	i
O=C(Cn1nc(C2CCNCC2)n(Cc2ccccc2)c1=O)N1CCCCC1	?
CCc1ncc(C(=O)N(CC)Cc2nc(-c3cccc(C)c3)no2)cn1	?
Cc1ccc(C)c(S(=O)(=O)Nc2c(C)n(C)n(-c3ccccc3)c2=O)c1	i
Cc1ccc(-n2ncc3c(NCc4cccc(Cl)c4)ncnc32)c(C)c1	i
CC(C)NC(=O)CSc1cc(=O)n(C)c2cc(Cl)ccc12	i
CCCNC(=O)c1cnn2c(C)c(Cc3c(C)cc(C)cc3C)c(C)nc12	i
CCCOc1ccc(-c2[nH]ncc2Oc2ccccc2)c(O)c1	i
COc1ccc(N2C(=O)C(O)=C(C(=O)OC(C)(C)C)C2c2ccccc2)cc1 (stereo unspecified)	?
O=C(CN1CCN(Cc2cccc(Cl)c2)C1=O)N1CCOCC1	i
COc1cccc(OC)c1C(=O)N1CCN=C1SCc1ccc(F)cc1	i
COc1cccc(-c2ncnn2-c2sc3c(c2C#N)CCCCC3)c1	65%*
O=C(C1CCN(S(=O)(=O)c2ccc(Cl)cc2)CC1)N1CCCC(C(F)(F)F)C1 (stereo unspecified)	i
Cn1c(=O)[nH]c(=O)c2c1nc(NCCCO)n2Cc1ccc(Cl)cc1	?
CCc1nnc(NC(=O)CSc2cccc3cccnc23)s1	?
Cc1ccc(NC(=O)c2cc3ccccc3o2)c([N+](=O)[O-])c1	i
CN1C[C@@H](NC(=O)Nc2ccc(C(F)(F)F)cc2)C[C@H]1c1nc(-c2ccc(Cl)cc2)no1	i
COc1ccc(/C=C2\C(=O)Nc3ccc(Br)cc32)c(OC)c1OC	i
CC(C(=O)N1CCCc2c1c(=O)oc1ccc(OCc3ccccc3)cc21)N1CCCCCC1 (stereo unspecified)	?
CC(NC(=O)c1cnc(Nc2ccccc2)nc1)c1cnn(C)c1 (stereo unspecified)	?
Cc1ccnc(SCCn2c(N3CCC(C)CC3)nc3c2c(=O)[nH]c(=O)n3C)n1	i
CNc1ccc([N+](=O)[O-])cc1-n1cc2c(c1-c1ccccc1)c(=O)n(C)c(=O)n2C	i
CCOC(=O)COc1nc2ccc(Br)cc2c(-c2ccccc2)c1C(C)=O	i
CN(C(=O)Cn1c(=O)n(-c2ccc(F)cc2F)c(=O)c2sccc21)c1ccccc1	47%*
COc1ccc(S(=O)(=O)Nc2cc(C)ccc2C)cc1	i
CC(CN1CCCC(C(N)=O)C1)c1ccccc1 (stereo unspecified)	i
O=C(/C=C/c1ccccc1)Nc1ncc(S(=O)(=O)c2ccc([N+](=O)[O-])cc2)s1	i
CCC1CCCCN1S(=O)(=O)c1ccc2[nH]c(=O)cc(C(=O)NC3CC3)c2c1 (stereo unspecified)	i
CCc1nnsc1C(=O)N[C@H]1C[C@@H](C(=O)OC)N(C)C1	i
Cc1ccccc1CCN1CCCC(CN(C)C(=O)c2ccc3ncccc3c2)C1 (stereo unspecified)	?

A second format for part of the listing above.
COc1ccc(S(=O)(=O)Nc2cc(C)ccc2C)cc1
  ST2 inh: i

CC(CN1CCCC(C(N)=O)C1)c1ccccc1 (stereo unspecified)
  ST2 inh: i

O=C(/C=C/c1ccccc1)Nc1ncc(S(=O)(=O)c2ccc([N+](=O)[O-])cc2)s1
  ST2 inh: i

Following part.
SMILES	ST2 inh
Cc1ccc(Sc2c(-c3ccccc3)nc3sccn23)cc1	i
Cn1cnnc1-c1cccc([N+](=O)[O-])c1	i
O=S(=O)(Nc1ccc2c(c1)OCO2)c1ccc(Cl)cc1	?
COC(=O)c1ccc(CSc2nc(C)cc(C)n2)cc1	i
CN1C[C@]23C=C[C@H](O2)[C@H](C(=O)NC2CCC(n4cnnc4)CC2)[C@@H]3C1=O (stereo partly specified)	?
CCOc1ccc(NC(=O)C2CCN(S(=O)(=O)c3ccc(OC)c(OC)c3)CC2)cc1	i
N#Cc1ccc(Oc2ccc(Cl)cc2)cc1C#N	i
CCOC(=O)CSC1=C(C#N)C(c2ccccc2Cl)C(C(C)=O)=C(C)N1 (stereo unspecified)	i
CCCN(CCC)S(=O)(=O)c1ccc(C(=O)Nc2nnc(-c3ccc(OC)cc3)o2)cc1	?
COc1ccc(C2C(C(=O)NCc3cccnc3)c3cc(OC)c(OC)cc3C(=O)N2C)cc1 (stereo unspecified)	?
O=C(CSc1nc2c(c(=O)n1-c1ccccc1)SCC2)Nc1ccccc1C(F)(F)F	?
O=C(CCN1CCCC1)Nc1ccc(Br)cc1	?
O=[N+]([O-])c1ccccc1S(=O)(=O)N1CCN(C2Cc3ccccc3C2)CC1	i
CCN(CC)C(=O)Cn1cnc2sc(C(=O)NCc3ccc(F)cc3)c(C)c2c1=O	i
COCCn1c(CNS(=O)(=O)c2ccccc2Cl)nc2cccnc21	i
Cc1c(NC(=O)CCCc2ccccc2)cccc1NC(=O)CCCc1ccccc1	?
Cc1cccc(-c2nc(NCc3ccc4c(c3)OCO4)c3ccccc3n2)c1	i
Cc1nc(SCC(=O)Nc2c(C)cccc2C)c2c3c(sc2n1)CCC3	?
C=CCC(c1ccco1)N(C(C)=O)c1ccccc1 (stereo unspecified)	i
Cc1ccc(C(=O)N2N=C(c3ccc(Br)cc3)CC2c2ccco2)cc1 (stereo unspecified)	?
CCOc1ccc(NS(=O)(=O)c2ccc(C(=O)N(C)C)s2)cc1	i
CSc1cccc(NS(=O)(=O)c2ccc3[nH]cc(C(=O)N(C)CCC#N)c(=O)c3c2)c1	i
C/C=C/C=C/C(=O)c1cc(C)c(O)c(C)c1O	?
CCOC(=O)C(C)Oc1ccc2c(=O)c(-c3csc(C)n3)coc2c1 (stereo unspecified)	i
Cc1ccc(NC(=O)Cc2ccc([N+](=O)[O-])cc2)c(Br)c1	i
Cc1onc(-c2ccccc2Cl)c1C(=O)N1CCN=C1SCc1ccccc1	i
COc1nccnc1NS(=O)(=O)c1ccc(NC(=O)c2ccccc2Cl)cc1	i
COc1ccccc1CNC(=O)CC1CCCCC1	i
O=C(NCc1ccco1)c1cc(Br)ccc1Cl	i
COc1ccc(C(O)=C2C(=O)C(=O)N(CCCN3CCOCC3)C2c2cccs2)cc1OC (stereo unspecified)	i
Cn1c(=O)c2c(nc(N3CCOCC3)n2CCSc2nc3ccccc3s2)n(C)c1=O	i
CN(C(=O)CCCn1c2ccccc2c(=O)c2ccccc21)C1CCCCC1	i
CCOC(CCNC(=O)c1cc(-c2ccc(Br)s2)nc2ccccc12)OCC	?
Cc1ccc(C)c(NC(=O)CCN2CCCC2)c1	i
CCOc1ccc(C(=O)Nc2ccc(Nc3nc(C)cc(Nc4ccccc4)n3)cc2)cc1OCC	?
Cc1cccc(-c2cn(CCCn3nnc4ccccc43)nn2)n1	i
O=C(O)c1cccc(S(=O)(=O)N2CCN(C(=O)c3ccccc3)CC2)c1	i
Cc1ccc(OCc2nnc(SCC(=O)NC3CC3)n2-c2ccccc2)cc1C	i
Cn1c(=O)c2c(SCC(=O)N3CCCCC3)nc(-c3ccco3)nc2n(C)c1=O	i
Cc1ccc(Cl)cc1N(CC(=O)N1CCCCCC1)S(C)(=O)=O	i
COc1ccccc1NC(=O)CSc1nnc(Cc2cc(=O)[nH]c(=O)[nH]2)n1-c1ccccc1	?
CN1[C@@H]2CC[C@H]1CC(OC(=O)c1c[nH]c3ccccc13)C2 (stereo partly specified)	i
CCOCC(O)Cn1ccnc1-c1c(OC)ccc(F)c1F (stereo unspecified)	?
CCCCNC(=O)Nc1ccccc1C(=O)Nc1ccc(OC)cc1	i
CC(C(=O)Nc1ccc(Br)cc1)N1C(=O)c2cccc([N+](=O)[O-])c2C1=O (stereo unspecified)	i
Cc1nc(CCNC(=O)CC2COCCN2)nc2c1CCC2 (stereo unspecified)	i
Cc1cc2ccccc2n1CCNC(=O)c1cc(Cl)ccc1Cl	i
C(=C\c1ccco1)/CN1CCC(Cc2noc(C3CC3)n2)CC1	?
CCC(C(=O)Nc1cc(S(=O)(=O)N(CC)CC)ccc1OC)c1ccccc1 (stereo unspecified)	i
CCOc1ccc(C2C3=C(CCCC3=O)Nc3nc(SCC)[nH]c(=O)c32)cc1 (stereo unspecified)	i
COc1ccc(NC(=O)CCCc2nc3cccnc3n2Cc2ccc(F)cc2)cc1OC	i
Cc1cccc(C)c1NC(=O)Nc1ccccc1	i
O=C(C1CC1)N1CCc2cc(Br)cc(S(=O)(=O)N3CCc4ccccc43)c21	i
Cc1nc(SCC(=O)N(C)Cc2ccc3nsnc3c2)n[nH]1	?
CCc1ccc(NS(=O)(=O)c2cc(Br)cc3c2N(C(C)=O)C(C)C3)cc1 (stereo unspecified)	i
c1cncc(-c2noc(C3CCCN(Cc4cc5n(n4)CCCNC5)C3)n2)c1 (stereo unspecified)	?
Cn1cc(CC(=O)NCc2cnn3ccccc23)c2ccccc21	i
CN(CC1COCCO1)C(=O)c1cn(Cc2cccc(C(F)(F)F)c2)nn1 (stereo unspecified)	i
O=C(NCc1ccccc1)Nc1ccc(Cl)cc1	30%*
COc1cc(C)c(CN2CCN(Cc3ccc4c(c3)OCO4)CC2)cc1C	i

An excerpt of these results, field by field.
CCc1ccc(NS(=O)(=O)c2cc(Br)cc3c2N(C(C)=O)C(C)C3)cc1 (stereo unspecified)
  ST2 inh = i
c1cncc(-c2noc(C3CCCN(Cc4cc5n(n4)CCCNC5)C3)n2)c1 (stereo unspecified)
  ST2 inh = ?
Cn1cc(CC(=O)NCc2cnn3ccccc23)c2ccccc21
  ST2 inh = i
CN(CC1COCCO1)C(=O)c1cn(Cc2cccc(C(F)(F)F)c2)nn1 (stereo unspecified)
  ST2 inh = i

Next part.
SMILES	ST2 inh
CCC(NC(=O)CCn1c(C)cc2ccccc21)c1cccnc1 (stereo unspecified)	?
Cc1ccc(C(=O)Nc2ccccc2C(N)=O)c(Cl)c1	i
Cc1ccccc1S(=O)(=O)Cc1ccc(C(=O)NCc2ccc3c(c2)OCO3)o1	i
O=C(Cn1c2ccccc2c(=O)c2ccccc21)Nc1ccccc1C(F)(F)F	39%*
COc1ccc(C(=O)C2CCCN(Cc3ccnc(C(C)C)n3)C2)cc1F (stereo unspecified)	i
c1ccc(-c2nnc(SCC3(c4ccccc4)OCCO3)o2)cc1	i
O=C(NCc1ccco1)c1ccc2c(c1)N(Cc1ccccc1)C(=O)CS2	i
Cc1nn(-c2ccccn2)c2c1C(=O)/C(=C/Nc1cccc(C(F)(F)F)c1)CC2	35%*
COc1ccc2cc3cc(C(=O)N(C)C4CCCCC4)oc3nc2c1	i
Cc1cc2c(cc1Cl)N(C(=O)Nc1ccc(Oc3cccnc3C)nc1)CC2	?
CN1CCC2(CCC1=O)CCN(c1nccc3ccccc13)CC2	i
